Source: PubChem (SRMLSC)
Ecoli WT growth: blocks growth of wild type E. coli BW25113. inhibition, % at 10 µM. E. coli BW25113 growth inhibition, OD600. actives 0.05% (n = 20,000). AID 552; in the data active means inhibition above about 40%;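 further: bacteria exposed to compound for 20 hours at 37 °C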
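Assay system: Bacterial strain in a whole-cell growth screen | Amount: Inoculum from a 1:1000 dilution of a 1.5 h subculture | Detection: Absorbance at 615 nm as a measure of bacterial growth | Timing: 20 h exposure, 37 °C | Buffer or medium: LB plus kanamycin 50 µg/mL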
Active calls of the source: *.

SMILES | Ecoli WT growth
CCCC(=O)Nc1nnc(CC(=O)OCC)s1 | 7
CN(Cc1cc2ccccc2[nH]c1=O)S(=O)(=O)c1ccccc1 | -5
CCC(C)(C)n1nnnc1C(c1cc2cc(C)ccc2[nH]c1=O)N1CCCC1 (stereo not drawn) | -1
Cc1ccc(S(=O)(=O)CCSc2nc(C)cc(C)c2C#N)cc1 | -16
CCOC(=O)N1CCN(c2c(-c3ccccc3)c3cc(Cl)ccc3[nH]c2=O)CC1 | -7
Cc1nnc(SCC2=C(C(=O)O)N3C(=O)[C@@H](NC(=O)Cn4cnnn4)[C@H]3SC2)s1 | 9
CC1CCN(C(=O)Cn2c(=O)oc3ccccc32)CC1 | 10
COc1ccc(CCC(=O)Nc2ccc(Br)cn2)cc1 | -19
Cc1ccc(-n2c(N)c(C(=O)N3CCN(C)CC3)sc2=S)cc1 | 3
CN(c1cccc(NC(=O)CCSc2ccccc2)c1)S(C)(=O)=O | -6
Cc1ccc(N(CC(=O)NCc2ccco2)C(=O)CCC(=O)Nc2ccccn2)cc1C | -17
CC(=O)N(C)c1ccc(OCC(O)COc2ccc(N(C)C(C)=O)cc2)cc1 | -16
COc1ccccc1Oc1coc2c(CN3CCN(C)CC3)c(O)ccc2c1=O | -2
CSc1nnc(-c2ccc(NC(=O)CCc3ccccc3)cc2)n1C | -2
CC(CN1CCOCC1)(NS(=O)(=O)c1ccccc1)c1ccccc1 (stereo not drawn) | 7
O=C(CN1CCN(c2nc(-c3ccc(F)cc3)cs2)CC1)NCc1ccc2c(c1)OCO2 | -1
COC(=O)C(C)Sc1nc2c(c(=O)n(C)c(=O)n2C)n1Cc1cccc(C)c1 (stereo not drawn) | 8
CCOC(=O)N1CCC(NC(=O)c2ccc3c(c2)sc2nc(-c4cccc(OC)c4)cn23)CC1 | 2
CCOCCn1c(CN2CCN(c3cccc(Cl)c3)CC2)nc2c1c(=O)n(C)c(=O)n2C | 4
O=C(Cn1cc(C(=O)c2cccs2)c2ccccc21)NCC1CCCO1 (stereo not drawn) | 1
CCOC(=O)C1CCN(C(=O)Cn2cc(C(=O)C3CC3)c3ccccc32)CC1 | -25
CCOC(=O)c1ccc(NS(=O)(=O)c2ccc3c(c2)oc(=O)n3C)cc1 | 10
COc1cc(NC(=O)CC(C)C)ccc1NC(=O)c1ccco1 | -3
Cc1nc2sc(C(c3cccc(F)c3)N3CCC(C)CC3)c(O)n2n1 (stereo not drawn) | 1
O=C(COc1ccc(F)cc1)Nc1ccc(-n2cnnn2)cc1 | 2
COC(=O)c1cn(NC(=O)C2CCCO2)c(=O)c2ccccc12 (stereo not drawn) | -5
O=C(NCCCN1CCCC1=O)C1CCN(S(=O)(=O)N2CCOCC2)CC1 | -2
O=C(CSCc1ccccc1)NC1CCSC1=O (stereo not drawn) | -12
Cc1c(NC(=O)C2CC(c3c(F)cccc3Cl)=NO2)c(=O)n(-c2ccccc2)n1C (stereo not drawn) | -1
O=C(O)COc1ccc(-c2nnn(CC(=O)O)n2)cc1 | -25

A few values from above.
For Ecoli WT growth, O=C(NCCCN1CCCC1=O)C1CCN(S(=O)(=O)N2CCOCC2)CC1 reads -2
For Ecoli WT growth, O=C(CSCc1ccccc1)NC1CCSC1=O (stereo not drawn) reads -12

(further entries)
SMILES | Ecoli WT growth
CSc1ccccc1NC(=O)C1CCCO1 (stereo not drawn) | 10
CCCn1c2c(c(O)c(C(=O)NC)c1=O)CCCC2 | 20
COc1cccc(NC(=O)c2nc3ncccn3n2)c1 | -16
O=c1ccc2cc(S(=O)(=O)N3CCOCC3)ccc2o1 | -18
NC(=O)c1ccc(-n2nnnc2Oc2ccccc2)cc1 | -14
CC1(C2(O)CC(c3ccccc3)ON2)CCCCC1 (stereo not drawn) | 9
COc1ccc(C/C(N)=N/n2cnnc2)cc1Cl | 0
Cc1nnc(NC(=O)CSc2nnnn2Cc2ccccc2)s1 | -11
Cc1cc2c(=O)n(Cc3ccco3)c(SCC(=O)N3CCCc4ccccc43)nc2s1 | -18
CCCCC1CCC(C(=O)NC2CCS(=O)(=O)C2)CC1 (stereo not drawn) | 0
O=C(Nc1cccc(F)c1)N1CC=C(n2c(=O)[nH]c3ccccc32)CC1 | -3
CCc1nnc(NC(=O)CN2CCN(c3ccccc3OC)CC2)s1 | -3
CCOc1ccc(NC(=O)CC2NCCNC2=O)cc1 (stereo not drawn) | -2
CC(=O)Nc1ccn(Cc2c(F)cccc2Cl)n1 | 1
C=CCc1cccc(CNc2nc3ccccc3n2CCN2CCOCC2)c1O | -17
CCOC(=O)c1ccc(N2C(=O)CC(N3CCOCC3)C2=O)cc1 (stereo not drawn) | -4
CCc1nnc(NC(=O)CSc2nnc(CCc3nc4ccccc4[nH]3)n2C)s1 | -30
CCCc1cc(=O)[nH]c(=S)[nH]1 | -2
COc1ccc(C)cc1NC(=O)CCC(=O)Nc1ccc2nc(N3CCN(C)CC3)cc(C)c2c1 | 8
CCOC(=O)CSCC(=O)Nc1cc(C)ccc1C | 5
CCCOc1cccc(C2/C(=C(/O)c3ccccc3)C(=O)C(=O)N2CCN(C)C)c1 (stereo not drawn) | 6
CC(=O)Nc1nnc(S(N)(=O)=O)s1 | 2
CCCC(=O)n1nc(-c2ccc(Cl)cc2)nc1SC | -9

24 compounds already listed, sorted by molecular weight, smallest number first.
SMILES | Ecoli WT growth
CCCc1cc(=O)[nH]c(=S)[nH]1 | -2
CCCC(=O)Nc1nnc(CC(=O)OCC)s1 | 7
COc1ccc(C/C(N)=N/n2cnnc2)cc1Cl | 0
CC(=O)Nc1ccn(Cc2c(F)cccc2Cl)n1 | 1
COc1cccc(NC(=O)c2nc3ncccn3n2)c1 | -16
CC1CCN(C(=O)Cn2c(=O)oc3ccccc32)CC1 | 10
O=C(O)COc1ccc(-c2nnn(CC(=O)O)n2)cc1 | -25
NC(=O)c1ccc(-n2nnnc2Oc2ccccc2)cc1 | -14
O=c1ccc2cc(S(=O)(=O)N3CCOCC3)ccc2o1 | -18
CCCCC1CCC(C(=O)NC2CCS(=O)(=O)C2)CC1 (stereo not drawn) | 0
O=C(COc1ccc(F)cc1)Nc1ccc(-n2cnnn2)cc1 | 2
COC(=O)c1cn(NC(=O)C2CCCO2)c(=O)c2ccccc12 (stereo not drawn) | -5
CN(Cc1cc2ccccc2[nH]c1=O)S(=O)(=O)c1ccccc1 | -5
Cc1nnc(NC(=O)CSc2nnnn2Cc2ccccc2)s1 | -11
O=C(Nc1cccc(F)c1)N1CC=C(n2c(=O)[nH]c3ccccc32)CC1 | -3
CCOC(=O)C1CCN(C(=O)Cn2cc(C(=O)C3CC3)c3ccccc32)CC1 | -25
COc1ccccc1Oc1coc2c(CN3CCN(C)CC3)c(O)ccc2c1=O | -2
CCCOc1cccc(C2/C(=C(/O)c3ccccc3)C(=O)C(=O)N2CCN(C)C)c1 (stereo not drawn) | 6
Cc1ccc(N(CC(=O)NCc2ccco2)C(=O)CCC(=O)Nc2ccccn2)cc1C | -17
Cc1cc2c(=O)n(Cc3ccco3)c(SCC(=O)N3CCCc4ccccc43)nc2s1 | -18
O=C(CN1CCN(c2nc(-c3ccc(F)cc3)cs2)CC1)NCc1ccc2c(c1)OCO2 | -1
CCOCCn1c(CN2CCN(c3cccc(Cl)c3)CC2)nc2c1c(=O)n(C)c(=O)n2C | 4
COc1ccc(C)cc1NC(=O)CCC(=O)Nc1ccc2nc(N3CCN(C)CC3)cc(C)c2c1 | 8
CCOC(=O)N1CCC(NC(=O)c2ccc3c(c2)sc2nc(-c4cccc(OC)c4)cn23)CC1 | 2

Not all compounds are listed; rates above refer to the full screens.
